Compound activity as filed in PubChem BioAssay.
PME-1 inh: PME-1 inhibitors via competitive probe labeling, primary screen, biochemical, fluorescence polarization, FP-Rh probe, HTS. 320,000 compounds, 0.53% hits. recombinant PME-1. inhibition, % at 5.9 µM;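 active = inhibition above the campaign mean of all compounds plus 3 SD, cut at about 26% in these data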;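 note: competitive labeling of PME-1 active site by serine hydrolase directed probe; 0% = PME-1 with DMSO and 100% = wells lacking PME-1 enzyme; inhibitors block probe labeling so polarization falls and inhibition rises; many of its hits are not listed in these tables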
Target sequence (Q9Y570 whole entry, looked up): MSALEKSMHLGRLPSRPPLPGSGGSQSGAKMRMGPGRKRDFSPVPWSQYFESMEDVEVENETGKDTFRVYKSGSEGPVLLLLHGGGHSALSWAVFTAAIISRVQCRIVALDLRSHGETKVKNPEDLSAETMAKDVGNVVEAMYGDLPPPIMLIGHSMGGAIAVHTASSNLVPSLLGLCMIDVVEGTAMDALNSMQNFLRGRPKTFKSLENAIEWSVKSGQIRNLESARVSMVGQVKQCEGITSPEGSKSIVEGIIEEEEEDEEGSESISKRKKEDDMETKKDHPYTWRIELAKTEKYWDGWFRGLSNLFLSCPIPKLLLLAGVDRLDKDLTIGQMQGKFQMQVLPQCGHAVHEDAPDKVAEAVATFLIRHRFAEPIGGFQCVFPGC
PAFAH1B2 inh: PAFAH1B2 enzyme inhibitors, primary screen, biochemical, fluorescence polarization, human; recombinant PAFAH1B2, FP-rhodamine activity probe; inhibition, % at 3.39 µM; 340,000 compounds, 1.2% hits;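 active = inhibition above the mean of all tested compounds plus 3 SD, cut at about 24% in these data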;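 note: 0% = enzyme with DMSO and 100% = wells lacking PAFAH1B2; many of its hits are not listed in these tables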
GSTO1 counter: inhibitors of recombinant GSTO1, primary screen, counter-screen for RBBP9 inhibitor project, biochemical, fluorescence polarization | Glutathione S-transferase omega-1 (Homo sapiens), P78417 | activity-based probe fluorescence polarization | inhibition, % at 5.96 µM | 300,000 compounds, 1.1% hits | AID 1974, 2009;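 active = inhibition above the campaign mean inhibition plus 3 SD, cut at about 35% in these data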;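 note: 0% = GSTO1-1 with DMSO and 100% = wells lacking GSTO1-1 enzyme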
PAFAH2 FP inh: PAFAH2 enzyme inhibitors, primary screen, biochemical, fluorescence polarization, human. Platelet-activating factor acetylhydrolase 2, cytoplasmic (Homo sapiens), Q99487. recombinant PAFAH2, FP-rhodamine activity probe. inhibition, % at 3.39 µM. 340,000 compounds, 0.99% hits. AID 492956, 2010;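 active = inhibition above the mean over all tested compounds plus 3 SD, cut at about 30% in these data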;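 note: inhibitors block probe labeling of enzyme so polarization drops; 0% = enzyme with DMSO and 100% = wells lacking PAFAH2 protein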
pPAFAH inh: pPAFAH enzyme inhibitors, primary screen, biochemical, fluorescence polarization, human; recombinant pPAFAH, FP-rhodamine probe fluorescence polarization; 330,000 compounds, 1.5% hits; AID 463082, 2010; inhibition, % at 3.39 µM;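 active = inhibition above the mean inhibition across the screen plus 3 SD, cut at about 25% in these data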;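 note: inhibitors block binding of the rhodamine activity-based probe so polarization drops; 0% = enzyme with DMSO and 100% = wells lacking pPAFAH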
Target sequence (Q13093 whole entry, looked up): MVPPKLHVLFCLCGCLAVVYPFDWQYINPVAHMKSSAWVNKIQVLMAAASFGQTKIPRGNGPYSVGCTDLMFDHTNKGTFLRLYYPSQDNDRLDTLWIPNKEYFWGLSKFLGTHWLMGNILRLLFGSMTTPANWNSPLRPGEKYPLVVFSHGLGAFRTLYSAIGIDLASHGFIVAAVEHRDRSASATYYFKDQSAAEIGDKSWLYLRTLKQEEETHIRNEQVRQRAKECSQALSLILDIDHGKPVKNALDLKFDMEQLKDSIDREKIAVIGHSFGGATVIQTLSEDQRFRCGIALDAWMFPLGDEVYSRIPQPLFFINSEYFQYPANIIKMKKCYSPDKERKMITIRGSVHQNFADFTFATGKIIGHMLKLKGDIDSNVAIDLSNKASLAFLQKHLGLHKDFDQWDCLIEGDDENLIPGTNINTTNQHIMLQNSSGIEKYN
PAD4 inh: human PAD4 inhibitors, primary screen, biochemical, fluorescence polarization, 1536-well format; inhibition, % at 6.36 µM; recombinant PAD4, RCA probe fluorescence polarization; Protein-arginine deiminase type-4 (Homo sapiens), Q9UM07; AID 485272, 2010; 330,000 compounds, 0.41% hits;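 active = percent inhibition above a cutoff equal to the mean of all tested compounds plus 3 SD, cut at about 15% in these data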;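 note: 0% = PAD4 with RCA probe and DMSO and 100% = probe without PAD4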
Fam108B counter: mouse Fam108B serine hydrolase inhibitors, primary screen, counter-screen for RBBP9 inhibitor project, biochemical, fluorescence polarization; recombinant Fam108B, FP-Rh probe fluorescence polarization; inhibition, % at 9.51 µM; 300,000 compounds, 0.33% hits;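 active = inhibition above the screen mean inhibition plus 3 SD, computed separately per campaign, cut at about 18% in these data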;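 note: inhibitors lower polarization as less probe binds the enzyme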
PAFAH1B3 FP inh: PAFAH1B3 enzyme inhibitors, primary screen, biochemical, fluorescence polarization, human | Platelet-activating factor acetylhydrolase IB subunit alpha1 (Homo sapiens), Q15102 | recombinant PAFAH1B3, FP-rhodamine probe | inhibition, % at 3.39 µM | 340,000 compounds, 0.28% hits | AID 492972, 2010;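 active = inhibition above the screen-wide average of all tested compounds plus 3 SD, cut at about 25% in these data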;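 note: 0% = enzyme with DMSO only and 100% = wells lacking PAFAH1B3 protein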
LYPLA1 inh: LYPLA1 inhibitors, primary screen, counter-screen for PME1 inhibitor project, biochemical, fluorescence polarization, FP-Rh probe ABPP; 320,000 compounds, 0.16% hits; inhibition, % at 5.9 µM; recombinant LYPLA1;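 active = inhibition above the mean of all tested compounds plus 3 SD, set per campaign, cut at about 14% in these data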;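 note: inhibitors block serine hydrolase probe labeling of LYPLA1 so polarization falls; 0% = enzyme with DMSO and 100% = wells lacking LYPLA1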
* marks the source's active call; other numbers are inactive results; / = no result given. The list is partial; count on the stated rates, not on these rows.

SMILES	PME-1 inh	PAFAH1B2 inh	GSTO1 counter	PAFAH2 FP inh	pPAFAH inh	PAD4 inh	Fam108B counter	PAFAH1B3 FP inh	LYPLA1 inh
O=C(NN1C(=O)/C(=C/c2ccc(O)cc2)SC1=S)c1cccc(O)c1	-105.5	-12.6	-12.9	-33.3	-41.1	-16.7	-48.0	-24.0	-30.4
CC1CCN(c2ccc([N+](=O)[O-])cc2C(N)=O)CC1	-0.6	5.3	-2.2	4.9	0.8	-2.0	-3.0	4.0	-2.8
CCN(C(=O)CSc1nnc(-c2ccc(Cl)cc2)n1C)C1CCS(=O)(=O)C1 (stereo not drawn)	-5.4	7.4	6.5	-2.3	0.5	-3.9	1.7	2.0	-2.1
O=C1C(=O)N(CCCn2ccnc2)C(c2cccc(Br)c2)/C1=C(\O)c1ccc2c(c1)OCCO2 (stereo not drawn)	-7.4	5.4	-0.9	5.3	4.7	-5.0	3.0	-0.7	-1.4
CN(CCC#N)C(=O)COC(=O)C1c2ccccc2Oc2ccccc21	-5.7	3.6	3.0	-9.6	2.5	-1.5	0.6	-4.0	1.9
O=C(CN1C(=O)c2ccccc2S1(=O)=O)Nc1ccc(S(=O)(=O)N2CCCCCC2)cc1	0.0	7.3	-1.4	4.3	4.0	0.6	-2.9	-3.6	-3.3
COc1cccc(CN(C(=O)/C=C/c2ccc(Cl)cc2)C2CCS(=O)(=O)C2)c1 (stereo not drawn)	0.3	7.8	-2.2	6.3	7.9	0.9	2.1	-0.2	1.3
CC(=O)Nc1ccc(C(=O)NNC(=O)c2ccc(Cl)cc2)cc1	-4.0	-0.1	6.6	-3.4	-3.1	-1.4	-2.4	4.2	2.0
COc1ccc([C@H]2CC(=O)C=C(c3ccc(OC(F)(F)F)cc3)C2)cc1	-7.1	4.7	/	-7.0	2.5	3.1	/	8.6	2.8
Cc1ccc(CN(C(=O)c2ccco2)C(C(=O)NC2CCCC2)c2cccnc2)cc1 (stereo not drawn)	-4.5	2.6	1.1	2.9	-1.9	-5.0	2.5	8.2	2.2
O=C(O)C1Cc2[nH]cnc2C(c2ccccc2O)N1 (stereo not drawn)	-2.4	0.1	0.6	-1.4	1.3	0.8	2.4	5.0	-0.8
Cc1n[nH]c(C)c1S(=O)(=O)N1CCCC(C(=O)Nc2ccc(Br)cc2)C1 (stereo not drawn)	0.5	1.9	-5.1	-7.4	1.3	-7.6	-2.1	9.6	4.9
COc1cccc(NC2=NCCCCC2)c1	-0.8	-0.3	8.5	-13.4	3.0	-1.4	-0.1	-0.1	-1.4
CCOCCCNC(=O)c1c(C)c(C(=O)OCC)n(C)c1C	-0.2	0.0	-2.1	-44.1	2.3	0.0	2.1	2.7	-0.3
Cn1c(CCCCCN)nc2ccccc21	-3.6	-3.1	-9.2	-1.9	-2.9	0.4	-4.4	-2.4	-3.7
CC(C)OCCCNC(=O)CN1C(=O)/C(=C/c2ccccc2F)Oc2ccccc21	-5.5	4.7	-5.0	-10.7	3.0	3.9	-4.6	-9.1	0.4
CN(CC(=O)Nc1ccccc1Cl)C(=O)C1CCN(C(=O)c2ccc(Cl)cc2)CC1	1.5	-9.0	1.5	0.1	12.0	6.5	-2.3	4.0	-2.8
COC(=O)c1cc(S(=O)(=O)N2CCN(Cc3ccccc3)CC2)cn1C	-7.3	-5.1	5.5	5.6	1.9	-2.0	11.3	-0.4	0.5
COc1ccc(NC(=O)NC2(C(=O)N3CCCCC3)CCCCC2)cc1	-3.5	-0.7	2.7	-1.4	-4.8	1.0	0.3	5.1	-3.7
CCCNC(=O)N1CCN(C(=O)NCCC)CC1	-5.9	7.5	6.1	6.2	1.3	-4.3	1.4	-3.3	-3.0
O=Cc1cc(CCC(=O)O)ccc1O	5.8	0.7	7.7	1.7	1.9	-1.5	-7.3	-1.8	-6.5
Cc1ccc(-c2n[nH]c(=S)n2/N=C/C=C/c2ccccc2[N+](=O)[O-])cc1	10.7	2.6	11.7	13.3	15.7	-3.5	1.7	10.8	3.1
COc1cc([N+](=O)[O-])cc(/C=N/NC(=O)C(C)Nc2cccc(C)c2)c1O (stereo not drawn)	3.5	12.0	-4.8	11.5	18.1	-1.8	5.5	14.4	2.6
CCN(CC)CCn1c2c(c(SCC(=O)Nc3ccc(C(C)C)cc3)nc1=O)CCC2	1.6	2.8	-16.5	1.6	5.7	-2.5	0.7	-2.6	1.5
Cn1c(=O)[nH]c(=O)c2c1nc1n2CCS1	-0.5	-1.3	9.0	-1.8	4.4	0.9	1.0	8.1	0.2
COC(=O)c1ccc(NC2CC(=O)N(c3ccccc3C)C2=O)cc1 (stereo not drawn)	-2.8	8.4	3.6	10.0	5.2	2.1	1.9	-3.5	-1.1
CSCCC(NS(=O)(=O)c1ccc(Cl)cc1)C(=O)OCc1cccc(Cl)c1 (stereo not drawn)	0.7	32.6*	4.0	-4.9	7.9	-0.7	8.3	8.9	-5.7
COc1ccc2c(=O)c(-c3ccccc3C)c(C)oc2c1	3.8	0.2	-0.9	-3.7	5.1	2.9	2.7	0.6	-0.8
O=C(c1ccc(-c2ccccc2)cc1)N1CCN(c2ccccn2)CC1	9.7	8.8	6.8	11.2	11.8	-10.1	3.1	3.2	3.0
COc1ccc(Cn2ccnc2SCC(=O)Nc2ccccc2F)cc1	3.2	12.7	4.0	6.2	2.4	-1.1	-1.4	7.0	2.6
c1ccc2c(c1)CC1(CCCC1)n1nnnc1-2	3.7	6.0	-2.8	2.9	2.4	0.4	0.8	7.2	-1.1
O=C(N/N=C1\CC(c2ccccc2)Oc2ccccc21)c1cccnc1 (stereo not drawn)	-0.8	0.2	13.2	6.3	6.8	-2.0	1.1	7.7	2.9
NC(=O)c1ccc(SCC(=O)OCC(=O)NCc2ccco2)c([N+](=O)[O-])c1	1.0	0.6	-2.3	3.9	9.0	0.3	-1.7	9.7	5.1
COC(=O)C1=C(C)NC(c2c(O)ccc3ccccc23)C(C(=O)OC)=C1C (stereo not drawn)	-0.3	4.5	3.1	6.6	-1.8	-0.9	3.5	-4.5	1.5
CCOC(=O)c1[nH]c2cc3c(cc2c1CCCN1C(=O)c2ccccc2C1=O)OCCO3	7.6	1.4	7.5	-8.2	7.2	-8.0	5.8	1.5	5.5
O=C(CCC(=O)Nc1ccccc1)N/N=C/c1ccco1	-1.8	-0.4	4.2	-1.4	3.8	2.9	2.2	10.3	-3.0
CC(C)N(C(=O)[C@H]1CC(CC(=O)NCCCN(C)C)C(=O)N2CCc3c([nH]c4ccccc34)[C@]12C)C(C)C (stereo partly drawn)	/	2.1	/	-16.7	-9.5	-3.0	/	5.0	/
Cc1ccc(-c2nn(-c3ccccc3)cc2C(=O)O)o1	-6.1	/	-4.6	/	18.2	-0.4	-8.3	/	3.7
CCOC(=O)c1cn(-c2ccccc2)nc1-c1ccncc1	4.1	5.0	6.7	-2.5	5.6	-4.1	2.5	-6.6	2.1
COc1ccc(/C(=C/c2ccc(OC(F)F)c(OC)c2)C(=O)O)cc1OC	4.1	1.8	-4.3	-3.9	-2.8	1.1	5.2	9.2	-2.2
Cc1cc(NC(=O)CCN2C(=O)/C(=C\c3ccccc3Cl)SC2=S)no1	-1.3	3.2	-1.0	-0.8	-2.4	-3.4	-2.1	-10.4	1.8
Cc1ccc(NS(=O)(=O)c2ccc(OCC(N)=O)cc2)cc1	0.3	4.0	3.8	-9.8	22.5	-1.5	0.7	13.3	2.3
CCOc1ccc(N2C(=O)CC(N(CCc3ccccc3)C(=O)/C=C/C(=O)O)C2=O)cc1 (stereo not drawn)	0.3	/	-7.2	/	4.0	-4.1	1.2	/	1.2
CC1CCCCC1NC(=O)COC(=O)c1c2c(nc3ccccc13)/C(=C/c1ccco1)CC2 (stereo not drawn)	15.8	6.1	17.9	26.8	31.5*	-1.1	12.2	13.1	-11.2
Cc1ccccc1NC1=NC(=S)N(c2ccccc2)C12CCCCC2	0.1	13.2	-1.0	0.0	-1.4	-6.0	0.1	-6.3	0.2
CCN(Cc1cc2ccccc2[nH]c1=O)C(=O)C1CCCCC1	1.9	14.2	-0.3	-2.7	5.2	1.6	4.5	10.7	1.7
COc1ccc(OC)c(C2C(C(=O)Nc3cccnc3)=C(C)NC3=C2C(=O)CCC3)c1 (stereo not drawn)	-0.5	3.5	-0.4	8.9	1.6	2.5	-2.3	-2.2	-2.7
Cc1nn(C)cc1/C=N/NC(=S)Nc1ccc(Cl)cc1Cl	-6.0	-3.5	16.4	-5.3	4.8	3.5	-7.5	1.7	-3.3
Cn1cccc1C(=O)NCCc1ccccc1	-2.9	0.8	-1.1	2.5	0.7	-4.5	-2.7	0.5	-1.5
CCC(C)(C)NC(=O)CN(C(=O)C(=O)Nc1ccc2c(c1)OCCO2)C(C)(C)CC	-1.6	5.2	0.3	1.2	2.5	-0.3	1.6	-2.2	-3.0
CCNC(=S)NNC(=O)c1cc(-c2ccc(OCC)cc2)nc2ccccc12	0.8	4.1	-1.4	-2.5	26.8*	0.3	-0.5	1.4	-5.1
Cc1cc(NC(=O)CSc2nc3ccccc3c(=O)n2CCCC(=O)NCc2ccco2)n[nH]1	6.1	2.1	-1.0	1.7	-7.6	-2.1	-1.6	4.3	-5.4
NC(N)=NS(=O)(=O)c1ccc(NC(=S)NC(=O)c2sc3ccccc3c2Cl)cc1	-23.0	-4.9	-1.9	-4.1	-5.1	-0.4	-23.7	1.2	-5.7
Cc1ccccc1CSc1nnc(-c2cnccn2)n1C	3.7	/	3.9	/	2.4	-2.3	2.7	/	-2.2
COc1cccc(CN2CCNC(=O)C2CC(=O)NC2CCCCC2)c1OC (stereo not drawn)	-0.6	2.5	-0.2	-0.7	3.6	-1.1	0.3	6.1	3.2
Cc1ccc(NC(=O)NC(=O)CN2CCN(c3ccc(O)cc3)CC2)c(C)c1	2.5	2.9	7.5	2.7	13.2	-2.8	1.9	12.5	1.7
Cc1cc(-c2onc(C)c2C(=O)O)no1	-12.3	4.0	4.8	-9.5	-2.0	-1.1	-1.9	-4.2	1.4
CCOc1ccc2nc(N3CCCC(C(=O)NCC4CCCO4)C3)sc2c1 (stereo not drawn)	0.4	0.2	13.4	-3.0	7.8	-4.3	5.3	2.0	6.1
